LAP4-GFP MLPCN = modulators of LAP4-GFP expression in yeast, primary screen, S. cerevisiae, multiplex flow cytometry, MLPCN library | 3 h; median GFP as percent of DMSO wells | GFP response vs DMSO, % at 10 µM | actives 0.34% (n = 320,000);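 active means GFP response vs DMSO above a set limit, about the screen mean plus 3 SD, cut at about 150% in these data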
CIT2-GFP yeast = modulators of CIT2-GFP expression in yeast, primary screen, S. cerevisiae, GFP fusion, multiplex flow cytometry, MLPCN library; S. cerevisiae CIT2-GFP strain, 3 h; 100 means same as DMSO wells; actives 0.065% (n = 320,000); GFP response vs DMSO, % at 10 µM;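 active means GFP response relative to DMSO above a set limit, near the screen mean plus 3 SD, cut at about 150% in these data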;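 further: ratio of well median GFP fluorescence to mean of DMSO wells on the plate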
CR mimetic SO = reduction of superoxide in aged yeast, primary screen, HTS | S. cerevisiae aged cells, superoxide DHE fluorescence; hits give low values | AID 2690, 2010 | actives 0.18% (n = 330,000) | superoxide response (% of plate mean), % at 10 µM;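 active means superoxide response under a set limit, about three screen SD below normal, cut at about 65% in these data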;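 further: yeast aged for seven days with compound at 30 °C before DHE staining; 100% = average MFI of all compound-treated wells on the plate with controls excluded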
RPL19A-GFP yeast = RPL19A-GFP expression modulators in yeast, primary screen, cell-based, S. cerevisiae, multiplex flow cytometry, MLPCN | percent response vs DMSO, % at 10 µM | S. cerevisiae RPL19A-GFP strain, 3 h; hits give low values | actives 0.3% (n = 330,000);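 active means percent response vs DMSO below 50%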;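 further: median channel GFP fluorescence of the barcoded RPL19A-GFP strain; ratio of sample median GFP to plate DMSO average so 100% = DMSO; lower means less RPL19A-GFP as with rapamycin TOR inhibition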
MEP2-GFP yeast = modulators of MEP2-GFP levels in yeast, primary screen, S. cerevisiae, multiplex flow cytometry, MLPCN library. GFP response vs DMSO, % at 10 µM. S. cerevisiae MEP2-GFP strain, 3 h; 100% = DMSO control level. actives 0.51% (n = 330,000);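 active means GFP response versus DMSO above a set limit, roughly screen mean plus 3 SD, cut at about 180% in these data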;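 further: median GFP fluorescence of the barcode-gated MEP2-GFP cells per well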
Efflux pump inh = inhibitors of Candida efflux pumps in yeast, primary screen, S. cerevisiae, Nile Red, multiplex | S. cerevisiae Candida pump triplex | inhibition, % at 10 µM | actives 0.44% (n = 330,000) | AID 485275, 2010;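 active means plate passing quality check with inhibition over a set limit, or well fluorescence over plate mean plus 4 SD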;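 further: Nile Red retained in pooled yeast measured as flow cytometry median fluorescence; 0% = buffer negative control and 100% = Enniatin B positive control; higher means more Nile Red kept so more efflux inhibition; some compounds called inactive have numbers as strong as hits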
AGP1-GFP MLPCN = modulators of AGP1-GFP expression in yeast TOR pathway, primary screen, cell-based, multiplex flow cytometry, S. cerevisiae, MLPCN library; actives 0.02% (n = 320,000); GFP response vs DMSO, % at 10 µM; 3 h; GFP as percent of DMSO wells;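 active means GFP response relative to DMSO above a set limit, near screen average plus 3 SD, cut at about 150% in these data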;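 further: median GFP channel fluorescence of the gated AGP1 strain per well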
AHR activator = AHR activators, primary screen, cell-based, luminescence, luciferase reporter, human | Aryl hydrocarbon receptor (Homo sapiens), P35869 | AID 2796, 2010 | AHR-responsive luciferase reporter cells | actives 2.5% (n = 320,000) | activation, % at 5 µM; in the data active means activation above about 47%;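 further: 0% = vehicle wells and 100% = reference agonist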
Target sequence (P35869 whole entry, looked up): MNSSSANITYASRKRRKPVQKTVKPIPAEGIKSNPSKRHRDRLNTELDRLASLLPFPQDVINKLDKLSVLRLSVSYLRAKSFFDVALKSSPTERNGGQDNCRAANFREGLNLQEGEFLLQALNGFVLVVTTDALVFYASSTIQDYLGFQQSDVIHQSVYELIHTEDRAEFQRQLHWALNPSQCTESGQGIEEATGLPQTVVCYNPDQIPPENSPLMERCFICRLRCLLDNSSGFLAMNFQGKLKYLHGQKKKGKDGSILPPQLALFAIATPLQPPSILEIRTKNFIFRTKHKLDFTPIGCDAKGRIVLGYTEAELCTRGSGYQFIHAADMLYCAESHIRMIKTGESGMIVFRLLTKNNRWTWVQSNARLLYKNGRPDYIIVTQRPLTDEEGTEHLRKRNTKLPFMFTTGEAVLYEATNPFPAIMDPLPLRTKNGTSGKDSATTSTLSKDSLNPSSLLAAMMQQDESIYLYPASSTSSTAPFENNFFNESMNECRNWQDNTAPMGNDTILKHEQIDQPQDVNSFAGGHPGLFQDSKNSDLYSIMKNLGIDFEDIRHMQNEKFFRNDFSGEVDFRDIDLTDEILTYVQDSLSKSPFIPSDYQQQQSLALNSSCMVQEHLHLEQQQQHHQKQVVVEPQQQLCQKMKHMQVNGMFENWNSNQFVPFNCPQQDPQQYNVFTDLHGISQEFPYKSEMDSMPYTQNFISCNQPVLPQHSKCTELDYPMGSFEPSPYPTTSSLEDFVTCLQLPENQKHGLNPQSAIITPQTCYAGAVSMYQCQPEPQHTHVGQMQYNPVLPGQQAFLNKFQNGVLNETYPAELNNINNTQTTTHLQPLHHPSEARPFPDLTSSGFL
Active calls of the source: *; x = no result given.

Values run as follows: RPL19A-GFP yeast, MEP2-GFP yeast, CR mimetic SO, CIT2-GFP yeast, LAP4-GFP MLPCN, AHR activator, Efflux pump inh, AGP1-GFP MLPCN
#1 CCOC(=O)c1c(S(=O)(=O)N2CCc3ccccc32)c(C)n(C)c1C
    103, 108, 98, 108, 105, 5, -0.1, 112
#2 COc1cccc(C(=O)NCCS(=O)(=O)N2CCc3ccccc3C2)c1
    101, 106, 129, 103, 103, 1, -0.1, 104
#3 COc1cccc(NC(=O)CN(C)C(=O)c2ccc(NS(=O)(=O)c3ccc(F)cc3)cc2)c1
    95, 97, 116, 96, 97, 0, 0.0, 102
#4 Cc1cc(NC(=O)NCc2ccccc2)c(=O)n(Cc2ccc(F)cc2)c1
    101, 103, 116, 103, 96, -2, 0.0, 99
#5 O=C(c1ccccc1)N1CCN(CC#Cc2ccccc2)CC1
    102, 102, 88, 99, 98, 10, 0.0, 98
#6 O=C(O)c1ccc(N2C(=O)/C(=C/C=C/c3ccccc3)SC2=S)cc1
    101, 98, 103, 96, 97, -1, 0.0, 95
#7 CCc1ccc(/C=C2/C(=O)N(CC)C(=S)N2C)s1
    105, 98, 92, 101, 96, 19, -0.2, 101
#8 Cc1cccc(NC(=O)CSc2cccc3cccnc23)c1C
    101, 102, 114, 98, 87, 2, -0.2, 94
#9 COc1ccc(CCNC(=O)C(Sc2ccccn2)c2ccccc2)cc1OC (stereo not drawn)
    103, 99, 106, 91, 97, 3, 0.2, 96
#10 O=c1/c(=C\c2ccc(O)cc2)sc2nc(-c3ccccc3)c(-c3ccccc3)n12
    94, 100, 102, 93, 88, 0, -0.1, 98
#11 CCOC(=O)c1sc(=S)n(-c2cc(F)ccc2F)c1N
    95, 99, 88, 94, 109, 5, 0.0, 95
#12 CCOC(=O)c1cc(-c2ccc(F)cc2)n(CCC(=O)NC2CCN(Cc3ccccc3)CC2)c1C
    104, 100, 198, 98, 90, 2, 0.5, 97
#13 CCOc1ccc(C(=O)NC2CCN(CC(=O)NCc3ccccc3)CC2)cc1
    108, 110, 86, 100, 115, 2, -0.1, 112
#14 Cc1ccccc1CN1CCN(CC(=O)NCCCN2CCN(c3ccc(F)cc3)CC2)C1=O
    99, 102, 102, 114, 99, 1, -0.1, 106
#15 Cc1cccc(Oc2ccc(Cl)cc2N)c1
    102, 98, 105, 107, 111, 2, 0.1, 103
#16 N#Cc1ccccc1OCC(=O)Nc1c(C(=O)C2CC2)oc2ccccc12
    86, 90, 112, 93, 83, 1, 0.1, 86
#17 Cn1c(=O)n(CC(=O)OCc2ccccc2)c(=O)c2c1nc1n2CCCN1C1CCCCC1
    104, 128, 97, 97, 99, 7, 0.0, 98
#18 COc1ccc(C2=NO[C@@H]3[C@@H]4C[C@@H]([C@H]5C(=O)N(C)C(=O)[C@@H]45)[C@H]23)cc1
    100, 88, 100, 92, 85, -1, 1.9, 92
#19 CCN(CC(=O)NCc1cccs1)C(=O)c1cccc(S(=O)(=O)Nc2cccc(C)c2)c1
    93, 101, 93, 101, 97, -1, -0.2, 98
#20 CCC(=O)OC1CC(C)N(C(=O)c2ccccc2)c2ccc(C)cc21 (stereo not drawn)
    101, 103, 94, 92, 100, 1, 0.1, 105
#21 CC(C)Oc1ccc2c3c(c(=O)oc2c1)CCC3
    96, 93, 98, 94, 112, 2, -0.1, 96
#22 CC(=O)C(C(C)=O)C(NC(=O)c1cccnc1)(C(F)(F)F)C(F)(F)F
    99, 97, 103, 91, 96, -3, 0.0, 102
#23 COc1cc(/C=C/C(=O)OCC(=O)NC2CC2)cc(OC)c1OC
    98, 91, 94, 93, 86, 1, -0.2, 90
#24 CCCCc1c(O)nc(SC2CC(=O)N(c3ccc(C(=O)OCC)cc3)C2=O)[nH]c1=O (stereo not drawn)
    101, 117, 93, 107, 107, 0, 0.0, 99
#25 CCOC(=O)c1c(C)nc2sc(C(=O)Nc3ccc(OC)cc3)c(N)c2c1-c1ccc(OC)cc1
    108, 114, 105, 105, 116, 2, 0.3, 104
#26 CC(=O)c1ccc(N2CCN(C(=O)Cn3c(=S)[nH]c4ncccc4c3=O)CC2)cc1
    100, 98, 96, 98, 101, -3, 0.0, 103
#27 COc1ccc(OC)c(S(=O)(=O)N2CCC3(CC2)OCCN3S(=O)(=O)c2cccs2)c1
    97, 97, 96, 105, 103, -1, 0.0, 109
#28 Cc1ccc(-n2c(C)c(C)c3c(NCCN(C)C)ncnc32)cc1
    103, 107, 105, 115, 91, 11, 0.3, 104
#29 COc1cc2c(cc1NC(=O)CCCN1C(=O)CCC1=O)oc1ccccc12
    97, 104, 97, 96, 102, 34, -0.2, 100
#30 Cc1ccc(CNC(=O)[C@H](C)NC(=O)C2CCN(C(=O)[C@@H](N)CC(C)C)CC2)cc1
    100, 114, 106, 102, 103, 0, -0.2, 109
#31 CCCn1nc(C(=O)NCc2ccc3c(c2)OCO3)c2ccccc2c1=O
    99, 101, 107, 100, 84, 25, 0.5, 93
#32 CSc1cccc(CN(C)C(=O)C2CCC(=O)N(CCCN3CCCC3=O)C2)c1 (stereo not drawn)
    100, 100, 101, 102, 90, -1, -0.1, 100
#33 O=C(c1cc([N+](=O)[O-])ccc1N1CCOCC1)N1CCN(S(=O)(=O)c2cc(Cl)ccc2Cl)CC1
    98, 102, 103, 99, 96, 2, 0.0, 107
#34 O=C(NCc1cccs1)c1ccccc1
    96, 102, 103, 100, 102, 1, 0.0, 103
#35 COc1ccc(CN2CCNC(=O)C2CC(=O)O)c(OC)c1 (stereo not drawn)
    99, 102, 115, 107, 91, 1, -0.1, 102
#36 Cn1c(=O)c2c(nc(CN3CCN(C(=O)c4ccco4)CC3)n2Cc2ccccc2)n(C)c1=O
    89, 93, 94, 85, 90, -1, 0.1, 86
#37 COc1cc2[nH]c(-c3cccc(F)c3)cc(=O)c2cc1OC
    98, 99, 102, 93, 103, 91*, -0.1, 93
#38 CN(CCCNC(=O)c1ccccc1F)CCCNC(=O)c1ccccc1F
    101, 98, 99, 97, 96, 2, 0.0, 98
#39 Cc1cccnc1Nc1nc(-c2ccc(F)cc2)cs1
    103, 106, 104, 108, 86, 126*, 0.0, 96
#40 CCOC(=O)c1c(-c2ccccc2)csc1NC(=O)c1ccc(S(=O)(=O)N2CC(C)OC(C)C2)cc1 (stereo not drawn)
    95, 102, 113, 85, 91, 0, 0.9, 96
#41 CCCC(=O)Nc1nc2nc(C)cc(=O)n2[nH]1
    103, 105, 118, 110, 105, 2, 0.0, 108
#42 Brc1ccc(C2CC(c3ccccc3)=Nc3ccccc3N2)cc1 (stereo not drawn)
    99, 101, 95, 95, 96, 104*, -0.1, 97
#43 O=C(Nc1cccc(C(F)(F)F)c1)C1CCCN1S(=O)(=O)c1cccc2cccnc12 (stereo not drawn)
    95, 102, 107, 90, 96, 6, -1.2, 94
#44 O=C(Nc1ccc(CN2CCOCC2)cc1)c1ccc(N2CCCC2)c([N+](=O)[O-])c1
    83, 91, 92, x, 86, -3, 0.3, 85
#45 COCCNC(=O)c1cn(C)c2ccc(S(=O)(=O)N3CCCCC3)cc2c1=O
    101, 101, 79, 100, 102, 1, 0.0, 104
#46 Cc1[nH]c2ccccc2c1C(C#N)(C#N)C1C(=O)c2ccccc2C1=O
    101, 100, 153, 86, 99, 24, 0.0, 84
#47 Cc1ccc(C)c(N2CC(O)(c3cccs3)[N+]3=C2CCCC3)c1 (stereo not drawn)
    98, 95, 98, 94, 102, 0, -0.1, 106
#48 NS(=O)(=O)c1ccc(CCNC(=O)c2cncc(Br)c2)cc1
    97, 102, 109, 99, 99, 1, 0.0, 99
#49 N/C(=N\OC(=O)COc1ccc(Cl)cc1)c1cccnc1
    101, 98, 109, 90, 93, 4, 0.2, 97
#50 COc1cc(/C=C2\SC(N)=NC2=O)ccc1OCC(=O)Nc1ccccc1C
    100, 97, 75, 92, 98, 1, 0.0, 98

More entries.
Values run as follows: RPL19A-GFP yeast, MEP2-GFP yeast, CR mimetic SO, CIT2-GFP yeast, LAP4-GFP MLPCN, AHR activator, Efflux pump inh, AGP1-GFP MLPCN
#51 O=C(c1ccc(CSc2ccc(Cl)cc2)cc1)N1CCOCC1
    99, 94, 121, 95, 99, 0, 0.0, 96
#52 Cc1ccc(S(=O)(=O)CCC(=O)NCCc2ccc(Cl)cc2)cc1
    103, 107, 100, 103, 99, 0, -0.1, 103
#53 Cc1c(-c2ccc(Cl)cc2Cl)nc2ccccc2c1C(=O)NCCN1CCOCC1
    106, 101, 87, 90, 70, 12, -0.1, 94
#54 O=c1oc2c(CN3CCCCC3)c(O)ccc2c2c1CCCCC2
    102, 102, 108, 106, 101, 6, 0.2, 106

Structural class, the compounds so far containing four or more nitrogen atoms
Values run as follows: RPL19A-GFP yeast, MEP2-GFP yeast, CR mimetic SO, CIT2-GFP yeast, LAP4-GFP MLPCN, AHR activator, Efflux pump inh, AGP1-GFP MLPCN
#14 Cc1ccccc1CN1CCN(CC(=O)NCCCN2CCN(c3ccc(F)cc3)CC2)C1=O
    99, 102, 102, 114, 99, 1, -0.1, 106
#17 Cn1c(=O)n(CC(=O)OCc2ccccc2)c(=O)c2c1nc1n2CCCN1C1CCCCC1
    104, 128, 97, 97, 99, 7, 0.0, 98
#26 CC(=O)c1ccc(N2CCN(C(=O)Cn3c(=S)[nH]c4ncccc4c3=O)CC2)cc1
    100, 98, 96, 98, 101, -3, 0.0, 103
#28 Cc1ccc(-n2c(C)c(C)c3c(NCCN(C)C)ncnc32)cc1
    103, 107, 105, 115, 91, 11, 0.3, 104
#30 Cc1ccc(CNC(=O)[C@H](C)NC(=O)C2CCN(C(=O)[C@@H](N)CC(C)C)CC2)cc1
    100, 114, 106, 102, 103, 0, -0.2, 109
#33 O=C(c1cc([N+](=O)[O-])ccc1N1CCOCC1)N1CCN(S(=O)(=O)c2cc(Cl)ccc2Cl)CC1
    98, 102, 103, 99, 96, 2, 0.0, 107
#36 Cn1c(=O)c2c(nc(CN3CCN(C(=O)c4ccco4)CC3)n2Cc2ccccc2)n(C)c1=O
    89, 93, 94, 85, 90, -1, 0.1, 86
#41 CCCC(=O)Nc1nc2nc(C)cc(=O)n2[nH]1
    103, 105, 118, 110, 105, 2, 0.0, 108
#44 O=C(Nc1ccc(CN2CCOCC2)cc1)c1ccc(N2CCCC2)c([N+](=O)[O-])c1
    83, 91, 92, x, 86, -3, 0.3, 85

Screening data from PubChem.
